ASAP1 inh – blocks human ASAP1-stimulated Arf1 GTP hydrolysis. Q9ULH1. GDP FP detection. inhibition, % at 16.5 µM. 360,000 compounds, 0.19% hits; in the data active = inhibition above about 25%;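 also: 0% = vehicle with enzyme and substrate and 100% = no enzyme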
Target sequence (Q9ULH1 325-724 limits assumed): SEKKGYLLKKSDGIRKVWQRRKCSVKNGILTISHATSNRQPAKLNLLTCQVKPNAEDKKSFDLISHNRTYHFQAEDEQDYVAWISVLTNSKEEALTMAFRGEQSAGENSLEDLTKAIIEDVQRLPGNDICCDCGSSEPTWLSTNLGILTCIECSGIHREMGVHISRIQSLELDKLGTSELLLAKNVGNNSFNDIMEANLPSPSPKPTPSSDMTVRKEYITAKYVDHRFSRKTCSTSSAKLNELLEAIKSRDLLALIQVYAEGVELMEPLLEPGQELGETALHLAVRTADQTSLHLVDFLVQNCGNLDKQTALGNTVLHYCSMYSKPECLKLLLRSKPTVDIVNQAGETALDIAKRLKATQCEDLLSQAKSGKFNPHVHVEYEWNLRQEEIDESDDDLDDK
NR1D1 modulator – Rev-erb alpha (human) modulation | P20393 | Rev-erbα–FITC-DNA binding, fluorescence polarization, 90 min | activity, % at 10 µM | 370,000 compounds, 0.79% hits;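 active = activity above about 14%, limit read from the data; passing the limit was not always enough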;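 also: 0% = DMSO wells with 35 nM protein and 100% = DMSO wells with 750 nM protein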
PLC-gamma1 inh – PLC-gamma1 (human) inhibition, primary screen. inhibition, % at 12.2 µM. purified PLC-gamma1, fluorogenic substrate, fluorescence. AID 720700. 370,000 compounds, 0.84% hits. P19174; in the data active = inhibition above about 9.5%
HGIII-sPLA2 inh – Inhibits HGIII-sPLA2 liposome hydrolysis, primary screen. Q9NZ20. QFRET BODIPY PC-A2 liposome hydrolysis, fluorescence. inhibition, % at 12.2 µM. 370,000 compounds, 0.56% hits. AID 743126;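 active = inhibition above mean plus 3 SD of compounds lying within the high and low control bounds, cut at about 19% in these data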;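 also: 0% = median of test compound wells and 100% = no enzyme DMSO wells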
UHRF1 binding – human UHRF1 methylated DNA binding inhibitors; AID 687016; inhibition, % at 4.4 µM; UHRF1 binding to methylated oligo, TR-FRET; 370,000 compounds, 0.75% hits; Q96T88; in the data active = inhibition above about 21%;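 also: UHRF1 SRA domain binding a hemimethylated CpG hairpin DNA probe; 0% = median of test compound wells and 100% = reference inhibitor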
ARFGAP1 inh – inhibits rat ARF GTPase activating protein 1 | Q62848 | Arfgap1-stimulated ARF1 GTP hydrolysis, GDP FP detection | inhibition, % at 16.5 µM | 360,000 compounds, 0.26% hits;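 active = inhibition above a per-plate limit, mean inhibition of low control wells plus 3 SD, cut at about 25% in these data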;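 also: 0% = DMSO wells with enzyme and 100% = wells lacking Arfgap1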
Target sequence (Q62848 1-136 limits assumed): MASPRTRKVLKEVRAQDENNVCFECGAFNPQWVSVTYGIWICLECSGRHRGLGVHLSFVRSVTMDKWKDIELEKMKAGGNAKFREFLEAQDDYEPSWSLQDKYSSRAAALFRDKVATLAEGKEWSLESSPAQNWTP
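Material: truncated rat Arfgap1 GAP domain; Incubation: compound-enzyme preincubation 20 min, reaction 120 min, detection 60 min, 25 °C; Read-out: percent inhibition of Arfgap1-stimulated GTP hydrolysis; Technique: FP, GDP Alexa 633 tracer displaced from anti-GDP antibody, 620/688 nm; Controls: No-Arfgap1 wells (100%) versus DMSO full-reaction wells (0%); Replication: single well per compound.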
Tn6 DDE FP – DD(E)-Tn6 binding inhibition, primary FP screen; P02675; 370,000 compounds, 0.21% hits; inhibition, % at 8.3 µM; Fibrin DD(E) TRITC-Tn6 fluorescence polarization displacement;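 active = inhibition above a per-campaign cutoff: mean of compounds within control limits plus 3 SD, cut at about 15% in these data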;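 also: 0% = median of all compound wells on the plate and 100% = blocking peptide control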
Target sequence (P02675 whole entry, looked up): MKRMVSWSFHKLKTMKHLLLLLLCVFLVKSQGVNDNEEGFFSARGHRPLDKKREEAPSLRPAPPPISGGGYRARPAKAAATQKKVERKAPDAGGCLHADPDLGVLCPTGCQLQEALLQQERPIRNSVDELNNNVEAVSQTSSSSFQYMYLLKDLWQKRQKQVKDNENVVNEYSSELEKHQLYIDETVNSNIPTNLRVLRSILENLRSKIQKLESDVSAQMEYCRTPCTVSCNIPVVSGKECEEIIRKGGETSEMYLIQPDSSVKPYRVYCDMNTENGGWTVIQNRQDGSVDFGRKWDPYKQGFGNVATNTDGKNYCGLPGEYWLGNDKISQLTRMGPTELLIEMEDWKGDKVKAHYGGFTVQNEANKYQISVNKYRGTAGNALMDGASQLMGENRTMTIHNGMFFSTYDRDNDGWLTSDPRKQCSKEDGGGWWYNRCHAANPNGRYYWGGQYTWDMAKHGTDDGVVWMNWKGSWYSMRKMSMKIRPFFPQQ
DDE Tn7 FP inh – DD(E)-Tn7 binding inhibition, primary FP screen; P02675; FP displacement of FITC-Tn7 peptide from fibrin DD(E); 0% = median of compound wells per plate; inhibition, % at 8.3 µM; 370,000 compounds, 0.13% hits;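 active = inhibition above the mean of compounds falling within the control limits plus 3 SD of them, cut at about 14% in these data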;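 also: 0% = plate median of compound wells and 100% = 10 µM Aha-Tn7 peptide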
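Assay system: human fibrin DD(E). Input: DD(E) 2 µM final. Medium: Tris buffer with calcium and detergent, pH 7.8. Compound dosing: single point at 8.3 µM. Timing: 10 min plus 3 h, room temperature. Technique: fluorescence polarization of the labelled Tn7 tracer. Read-out: percent inhibition. Replicates: singlicate testing.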
proKLK7 act – activators of human kallikrein-7 zymogen | purified proKLK7, EDANS-DABCYL substrate fluorescence; 100% is mature enzyme control, 0% vehicle | activation, % at 7 µM | P49862 | 370,000 compounds, 0.9% hits;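 active = activation above the mean of all tested compounds plus 3 SD, computed per campaign excluding outliers beyond control limits, cut at about 13% in these data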
PLC-beta3 inh – blocks human PLC-beta3 enzyme activity | Q01970 | Purified PLC-beta3, fluorogenic substrate, fluorescence | inhibition, % at 12.2 µM | 370,000 compounds, 0.18% hits | AID 720704; in the data active = inhibition above about 11%;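 also: 0% = median of compound wells on plate and 100% = full blocker control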
The depositor's hits bear a star; i = inactive; nt = not tested or not shown.

SMILES | ASAP1 inh | NR1D1 modulator | PLC-gamma1 inh | HGIII-sPLA2 inh | UHRF1 binding | ARFGAP1 inh | Tn6 DDE FP | DDE Tn7 FP inh | proKLK7 act | PLC-beta3 inh
CC1CCCCN1CCCNc1ccc(C(CC(N)=O)NC(=O)Cc2ccc(Br)cc2)cc1[N+](=O)[O-] (stereo not drawn) | 7 | -3 | 0 | 2 | -13 | 0 | 4 | 2 | -0.1 | 1
c1cc(-c2cc3c(o2)CCCC3OCCN2CCOCC2)cs1 (stereo not drawn) | -1 | -7 | 0 | 5 | 3 | 8 | 2 | -8 | 0.5 | -4
CCC(C)N(C(=O)C(F)(F)F)C(C(=O)NC1CCCCC1)c1ccncc1 (stereo not drawn) | 7 | -4 | -1 | 0 | 14 | -2 | -1 | 2 | 0.0 | 2
Cc1ccc(S(=O)(=O)c2c(N)n(CCCO)c3nc4ccccc4nc23)cc1 | 20 | 2 | i | -35 | 2 | 25 | -4 | 2 | 14* | i
CCN(CC)CCNC(=O)CNC(=O)c1nn(-c2ccc(OC)cc2)c(=O)c2ccccc12 | -5 | -5 | -27 | 2 | 1 | -4 | -2 | 6 | 0.3 | -43
O=c1c(-c2cccc3ccccc23)[n+]([O-])c2ccccc2n1O | -5 | 2 | -171 | -14 | -4 | 4 | 15 | 4 | -7.0 | -195
O=C(O)c1cc(Cl)nc2ccccc12 | -1 | -1 | 0 | 6 | 1 | 7 | 0 | -3 | 0.2 | -4
CCCCn1c(N)c(-c2nc3ccccc3o2)c2c([N+](=O)[O-])nn(C)c(=O)c21 | 20 | -28 | -8 | 1 | 2 | 7 | 1 | -6 | 0.7 | -6
Cc1nc2ccc(C(=O)N3c4ccccc4N=C(c4ccc5c(c4)OCO5)C3C(=O)NCc3ccccc3)cc2[nH]1 (stereo not drawn) | 10 | 1 | -117 | 2 | 2 | 12 | 4 | -1 | -19 | -184
CN1CCN(C(=O)c2cnn(-c3ccccc3)c2NC(=O)c2ccccc2)CC1 | 13 | -1 | 1 | 3 | 1 | -5 | -2 | -7 | -0.3 | 4
COc1ccc(CCc2nc(-c3cccs3)no2)cc1 | -5 | 1 | -2 | -2 | 0 | 12 | -1 | 3 | 0.2 | -7
CN(C)/C=C(/C(=O)c1ccc(F)cc1)S(=O)(=O)c1ccc(F)cc1 | -11 | 0 | 0 | -7 | 2 | -7 | -4 | 1 | 0.8 | 2
Clc1cccc(NCc2nnc3n2CCCCC3)c1 | 4 | 2 | -1 | 1 | 2 | 5 | 8 | 0 | -0.4 | 4
COCCc1nc2ccc(C(=O)N3CCCCC3COC)cc2o1 (stereo not drawn) | 4 | -2 | 1 | 0 | -1 | -1 | 3 | -2 | -0.7 | -1
Cc1cc(C(=O)NCc2ccccc2Br)no1 | 1 | 5 | 1 | 2 | 7 | 1 | -8 | 4 | -0.6 | 6
CCCn1c(=N)n(CC(O)c2ccc(C)cc2)c2ccccc21 (stereo not drawn) | -5 | 2 | 4 | 13 | 2 | 0 | 1 | 6 | 0.3 | -5
Cc1noc(C)c1COc1ccc(C(=O)N2CCN(c3ccccc3O)CC2)cc1 | -11 | -7 | 0 | -16 | 1 | 3 | -8 | -5 | 0.1 | -6
COc1cccc(OCC(=O)NC2CCS(=O)(=O)C2)c1 (stereo not drawn) | 4 | 3 | 2 | -3 | -1 | 3 | 7 | 0 | 0.3 | -6
Cc1ccc(C2C3C(=O)N(c4ccccc4)C(=O)C3N3CCCN23)cc1 (stereo not drawn) | 6 | -1 | 1 | -8 | -2 | -8 | 3 | -6 | 0.2 | 6
CCCN1Cc2cccc(C(N)=O)c2C1=O | -8 | -1 | -1 | 4 | 0 | -1 | 5 | -3 | -0.2 | 2
Cc1cc(C)cc(N(CC(=O)N2CCc3ccccc32)S(=O)(=O)c2c(C)noc2C)c1 | -13 | -1 | -2 | -2 | 0 | -3 | 1 | 3 | 0.6 | 3
CC(C)OC(=O)c1sc2nc(-c3ccccc3)ccc2c1N | -11 | 2 | -446 | 1 | 2 | 3 | -5 | -4 | -2.9 | i
COc1ccc(NC(=O)CNC(c2ccccc2)c2ccccc2)cc1 | 10 | 1 | 3 | -5 | 1 | -5 | 9 | 12 | -0.2 | -1
CC(Sc1nccn1C)C(=O)Nc1ccc(Cl)cn1 (stereo not drawn) | -13 | 1 | -4 | 1 | -3 | -5 | -4 | -3 | -1.0 | -1
Cc1ccc2cc(CN(C(=O)c3cccs3)c3ccccc3)c(=O)[nH]c2c1 | 1 | 21 | 0 | -2 | -2 | -4 | 3 | 4 | -0.5 | 1

As entered above.
`O=c1c(-c2cccc3ccccc23)[n+]([O-])c2ccccc2n1O` | ASAP1 inh: -5
`Cc1nc2ccc(C(=O)N3c4ccccc4N=C(c4ccc5c(c4)OCO5)C3C(=O)NCc3ccccc3)cc2[nH]1` (stereo not drawn) | NR1D1 modulator: 1
`CCN(CC)CCNC(=O)CNC(=O)c1nn(-c2ccc(OC)cc2)c(=O)c2ccccc12` | NR1D1 modulator: -5
`Cc1ccc(C2C3C(=O)N(c4ccccc4)C(=O)C3N3CCCN23)cc1` (stereo not drawn) | Tn6 DDE FP: 3

The listing continues:
SMILES | ASAP1 inh | NR1D1 modulator | PLC-gamma1 inh | HGIII-sPLA2 inh | UHRF1 binding | ARFGAP1 inh | Tn6 DDE FP | DDE Tn7 FP inh | proKLK7 act | PLC-beta3 inh
CCN(CC)C(=O)Oc1cc(COC)nc(-c2ccccc2)n1 | 1 | 2 | 3 | 1 | -1 | 2 | -4 | -3 | -0.2 | -5
Cc1cc(C(=O)NNC(=O)c2cccs2)nn1C(C)(C)C | -7 | -3 | -2 | 5 | 0 | 8 | 5 | -5 | -0.3 | -6
CCOC(=O)C1CCCN(C(=O)CN(c2ccc(OC)cc2)S(=O)(=O)c2c(C)noc2C)C1 (stereo not drawn) | 6 | -1 | 0 | 6 | 0 | -2 | 7 | -1 | 0.7 | 1
COc1cc(C(=O)NCCNC(=O)c2cnccn2)cc(OC)c1OC | 15 | -3 | -1 | 0 | 0 | 6 | 6 | 0 | -0.2 | -5
Cc1cc(Nc2ccc(F)cc2F)n2ncnc2n1 | -7 | -3 | 1 | -3 | 1 | -2 | -2 | 0 | 0.3 | 2
Cc1nn(-c2ccccc2)c(Cl)c1C(=O)Nc1ccccc1 | -8 | 4 | 6 | -3 | 1 | -7 | -1 | 0 | 0.2 | 1
COc1ccc(NC(=O)C2(C)Cc3c(-c4cccc(C(F)(F)F)c4)ccnc3O2)cc1OC (stereo not drawn) | 3 | -4 | 1 | -13 | 0 | -1 | 11 | 1 | 0.2 | 1
Cc1ccc(CS(=O)Cc2ccc(C(=O)N3CCN(c4cccc(C)c4C)CC3)o2)cc1 (stereo not drawn) | 12 | 2 | -3 | -5 | 1 | 4 | -8 | -5 | 0.8 | -3
O=C(COc1ccc2ccccc2c1)NNC(=O)Cc1ccccc1 | 13 | 35* | 2 | -3 | 2 | 3 | -2 | -2 | -0.3 | 0
COc1ccc(Cl)cc1NC(=O)COC(=O)CCCN1C(=O)c2ccccc2C1=O | 2 | 3 | -4 | -6 | -2 | 12 | -2 | 11 | 0.0 | -2
CCc1noc(C)c1C(=O)NNC(=O)c1ccc(Br)cc1 | -7 | -1 | -3 | 8 | 0 | 19 | 1 | 5 | 0.1 | -4
C=CCn1cc(C(=O)NCc2cccnc2)c(=O)c2cc(S(=O)(=O)N(CC)CC)ccc21 | 20 | -1 | -1 | -6 | 3 | -1 | 0 | -5 | -0.8 | 4
O=c1n(-c2ccccc2)c(=O)n2n1CCCC2 | 2 | -2 | 2 | 2 | 0 | -8 | 3 | 0 | -0.5 | 4
COc1ccc(N2CCN(C(=O)c3ccncc3)CC2)cc1 | 0 | 0 | -2 | -1 | 0 | 7 | -2 | -8 | -0.3 | 1
Cc1cnc(-c2nc3ccccc3n2C(C(=O)NC(C)(C)C)c2ccncc2)cn1 (stereo not drawn) | 0 | 5 | -95 | 6 | 0 | 5 | -1 | 0 | 4.8 | -120
Cc1ccc(N(CC(O)CN2CCOCC2)S(=O)(=O)c2ccc([N+](=O)[O-])cc2)cc1 (stereo not drawn) | -8 | 4 | -1 | -6 | -2 | -2 | -2 | 1 | 0.7 | -6
COc1ccc(CNCC(O)(c2ccccc2)c2ccccc2)cc1OC | 2 | 5 | 5 | -2 | 2 | 3 | -4 | 2 | 0.4 | 5
O=C(CSc1nnc(CNC(=O)c2ccco2)o1)Nc1cccc(F)c1 | 0 | 1 | 0 | 0 | 1 | 4 | 4 | 0 | -0.3 | -4
Cc1ccc(C(C)(C)NC(=O)C2CCC(=O)N(CCCN3CCOCC3)C2)cc1 (stereo not drawn) | -2 | 0 | 6 | 7 | 6 | 14 | 3 | 1 | 0.0 | -1
CCOc1ccc2nc(NC(=O)c3cnc(C)cn3)sc2c1 | 7 | -4 | -2 | 2 | 0 | 4 | 6 | 5 | 0.6 | 1
O=C(c1ccc(S(=O)(=O)N2CCCCC2)cc1)N1CCN(c2ccccc2)CC1 | -4 | -3 | 0 | -4 | 1 | -11 | 1 | -3 | 0.3 | 0
COc1ccc(C(C)C)cc1-c1cc(C(=O)NCc2cccc(C(F)(F)F)c2)[nH]n1 | 12 | -1 | -2 | -11 | 2 | 4 | 0 | -6 | -0.1 | -3
CCN(C(=O)CN1CCN(c2nc(-c3ccccc3)cs2)CC1)c1ccccc1C | nt | 7 | 3 | -4 | 0 | nt | 4 | -4 | 0.9 | 0
COc1cc(/C=C/c2cc[n+](C)cc2)ccc1OCC(=O)Nc1ccccc1 | -12 | -3 | i | 8 | -4 | 15 | 4 | -3 | 24* | i
Cc1cc(SCC(=O)Nc2cccc(S(=O)(=O)NC3=NCCCCC3)c2)nc2ccccc12 | -3 | -1 | 0 | -13 | 2 | 6 | 9 | 1 | 0.7 | -9
COc1c(C)cccc1C(=O)Nc1ccc(CN2CCCCC2)cc1 | 1 | -2 | 2 | -3 | -3 | -5 | -7 | -3 | -0.4 | 3
CCOC(=O)[C@]12CCCC=C1N(CCCOC)C(=O)[C@@H]2CC(=O)NCc1ccccc1 | nt | -1 | -1 | -1 | 1 | nt | 2 | 7 | -0.5 | -2
O=C(NC1CCCCC1)N1CCCC(CNS(=O)(=O)Cc2ccccc2)C1 (stereo not drawn) | -10 | -1 | 0 | -2 | -2 | 3 | 3 | 0 | 0.1 | -1
Cc1ccc(CC2CC(=O)N(C(Cc3ccccc3)C(=O)O)C2=O)cc1 (stereo not drawn) | 1 | 3 | 1 | -2 | 1 | 8 | 1 | -3 | -0.1 | 4
O=C(NC1=NCCS1)c1ccc(Cl)c(S(=O)(=O)N2CCc3ccccc32)c1 | 7 | 8 | -1 | -27 | 4 | 4 | 0 | -2 | 0.0 | -8

Records listed so far printed as active in NR1D1 modulator:
SMILES | ASAP1 inh | NR1D1 modulator | PLC-gamma1 inh | HGIII-sPLA2 inh | UHRF1 binding | ARFGAP1 inh | Tn6 DDE FP | DDE Tn7 FP inh | proKLK7 act | PLC-beta3 inh
O=C(COc1ccc2ccccc2c1)NNC(=O)Cc1ccccc1 | 13 | 35* | 2 | -3 | 2 | 3 | -2 | -2 | -0.3 | 0

Bioassay records (PubChem BioAssay)

The order is random. About 4.5% of those tested had a hit in this group.
